# High-throughput results: PubChem, several laboratories
# Hsp90 block: displaces geldanamycin probe from tumor Hsp90 | P07900 | NCI-N417 lysate Hsp90, Cy3B-geldanamycin FP displacement | inhibition, % at 30 µM | hit rate 0.35% among 64,000 | AID 429;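 active means inhibition above 50%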;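 further: 0% = tracer plus lysate wells and 100% = tracer alone without lysate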
# M1 antagonist: antagonists of rat M1 muscarinic receptor. P08482. CHO-M1 cells, Fluo-4 calcium, ACh EC80 antagonist mode; active compounds read low. B-score at 10 µM. hit rate 3.4% among 64,000;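 active means calcium fluorescence response, raw or row-and-column corrected B-score, differing from the plate sample mean either way at a set confidence level, mostly lower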
# Target sequence (P08482 whole entry, looked up): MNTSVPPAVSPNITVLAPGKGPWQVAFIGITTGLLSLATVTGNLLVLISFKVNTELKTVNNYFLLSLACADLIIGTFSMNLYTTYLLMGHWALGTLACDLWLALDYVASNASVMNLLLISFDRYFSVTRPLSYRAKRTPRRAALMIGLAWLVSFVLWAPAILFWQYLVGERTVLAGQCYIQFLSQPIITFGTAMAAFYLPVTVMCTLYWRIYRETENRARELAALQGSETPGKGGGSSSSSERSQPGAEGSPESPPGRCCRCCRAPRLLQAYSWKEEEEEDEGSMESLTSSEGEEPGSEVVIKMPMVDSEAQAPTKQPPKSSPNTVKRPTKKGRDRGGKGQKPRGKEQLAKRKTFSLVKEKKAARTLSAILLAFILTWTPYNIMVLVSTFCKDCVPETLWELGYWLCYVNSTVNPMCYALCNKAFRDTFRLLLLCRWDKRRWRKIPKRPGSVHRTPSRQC
# D1 allo mod: allosteric modulators of human D1 dopamine receptor; HEK293 D1, CRE-luciferase, dopamine EC30 potentiation; actives deviate in either direction; B-score at 10 µM; hit rate 5.9% among 58,000; AID 641;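 active means luminescence count or its row- and column-corrected plate score outside the 99.7% band of the plate's sample wells, on either side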
# 5HT1a ag: agonists of human 5-HT1a serotonin receptor; CHO 5-HT1a Ga15 NFAT-bla reporter, FRET ratio; 0% basal, 100% maximal reference agonist; hit rate 0.56% among 65,000; P08908; activation, % at 10 µM;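 active means activation above the screen-wide mean activation plus 3 SD, cut at about 19% in these data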;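 further: 0% = DMSO wells and 100% = 5-CT at EC100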
# Target sequence (P08908 whole entry, looked up): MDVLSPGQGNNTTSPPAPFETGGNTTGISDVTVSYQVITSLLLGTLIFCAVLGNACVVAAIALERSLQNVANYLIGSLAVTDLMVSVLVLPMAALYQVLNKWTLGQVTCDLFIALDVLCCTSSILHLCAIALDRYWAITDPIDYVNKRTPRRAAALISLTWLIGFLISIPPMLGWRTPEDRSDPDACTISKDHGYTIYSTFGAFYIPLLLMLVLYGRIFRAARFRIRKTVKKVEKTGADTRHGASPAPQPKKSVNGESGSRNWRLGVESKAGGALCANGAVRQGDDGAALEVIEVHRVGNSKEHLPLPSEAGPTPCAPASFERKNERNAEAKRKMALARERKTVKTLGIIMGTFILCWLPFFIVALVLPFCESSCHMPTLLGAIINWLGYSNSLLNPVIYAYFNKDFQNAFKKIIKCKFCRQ
# M1 ag: M1 muscarinic receptor agonism; AID 626; CHO-M1 cells, Fluo-4 calcium fluorescence, agonist mode; active compounds read high; B-score at 10 µM; hit rate 3% among 64,000;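 active means fluorescence rise, raw or as B-score row- and column-corrected plate score, outside the 99.7% band of its plate's samples, either direction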
# E coli RNAP: inhibitors of Escherichia coli RNA polymerase; inhibition, %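 (tested at 10 µM)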; hit rate 0.2% among 62,000; E. coli RNA polymerase, fluorescence transcription assay; P0A8V2; AID 559; in the data active means inhibition above about 20%;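 further: 0% = enzyme without compound and 100% = no enzyme blank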
# Fluor 339 460: intrinsic fluorescence of library compounds, ex339/em460 – biochemical, MLSMR library, data from DPM-DC assay, artefact control, profiling panel; hit rate 5.5% among 65,000; compound autofluorescence, ex339/em460 nm, NADH buffer; active compounds read high; 1 = no-compound wells, NADH background; fluorescence fold increase at 10 µM;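 active means at 10 µM, mean starting fluorescence two-fold or more over control wells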;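 further: signal is the first read of a kinetic run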
# NADH enzymes: inhibitors of enzymes used to reach an NAD/NADH endpoint; coupled PK/LDH NADH assays, four targets; IC50, µM (highest dose often 10 µM), for inactives: at the top dose inhibition; hit rate 0.02% among 65,000; AID 774;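 active means single-dose screening hits from any of four coupled enzyme assays that gave an IC50 when retested across doses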;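 further: the DPM-DC format reads NADH fluorescence rather than 340 nm absorbance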
# HER2 expr 66K: lowers expression of human Her2 kinase. SKBR-3 HER2 protein level, AlphaScreen, 18-24 h; active compounds read low. HER2 level % of control, % at 10 µM. hit rate 0.69% among 65,000. AID 645;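 active means HER2 level under 5% of the carrier-only control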;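 further: 100% = DMSO carrier and 0% = 500 nM PU-H71 HSP90 inhibitor; lower value means stronger loss of Her2 protein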
# * marks the source's active call; other numbers are inactive results; . = not tested or not shown; [ ] = remark or other dose. Hits appear at their usual frequency (roughly 16% active in at least one column).
SMILES,Hsp90 block,M1 antagonist,D1 allo mod,5HT1a ag,M1 ag,E coli RNAP,Fluor 339 460,NADH enzymes,HER2 expr 66K
O=C(CN1CCN(C(=O)c2ccccc2F)CC1)Nc1ccc(Br)cc1,-1,-0.3,0.023,-4.1,-1.1,1,1.2,3%,113
O=C(CCCNS(=O)(=O)c1cccs1)N1CCN(c2ccc(F)cc2)CC1,.,-0.031,0.069,2.7,-0.048,15,0.91,4%,47
CCS(=O)(=O)n1nc(-c2ccc(OC)cc2)nc1SC,1,0.36,2.4,13,-0.55,5,1.1,3%,77
CC(=O)Nc1ccc(N/C=C/C(=O)c2ccc(C)o2)cc1,-15,0.22,-2.4,-1.3,1.1,-7,1.1,6%,163
Oc1ccc(COCc2ccccc2)c2cccnc12,-2,0.29,1.3,-2.3,1.1,5,1.1,4%,82
COC(=O)c1ccccc1NC(=O)CSc1ccccc1,-1,.,3.6,0.9,.,12,1.1,2%,70
Cc1ccc2nsnc2c1S(=O)(=O)Nc1cccc2nsnc12,-6,-0.084,0.014,-1.5,0.21,6,1.1,7%,64
c1ccc(C2=Nn3c(nnc3-c3ccccn3)SC2)cc1,0,-0.5,.,-1.3,-0.39,9,1.1,2%,94
CCn1cc(S(=O)(=O)CC(=O)N2CCc3ccccc32)c2ccccc21,-5,-0.065,0.47,-1.0,0.099,1,1.1,2%,1.6*
COc1ccc(CNC(=O)C2CCCN(S(=O)(=O)c3c(C)nn(C)c3C)C2)cc1 (centres undefined),-3,0.5,-0.34,-1.9,0.063,5,1.1,2%,75
Nc1nc(-c2ccc(Cl)cc2Cl)cn1N,4,0.19,-0.75,-3.1,-0.32,4,1.1,8%,67
CC(NC(=O)c1cc(-c2ccccc2)on1)c1ccccc1 (centres undefined),-3,.,-0.71,4.9,.,1,1.1,2%,95
CCn1c(SCC(=O)NCCOC)nc2sc(C)c(C)c2c1=O,-7,0.19,0.83,-2.2,-0.51,6,1,7%,105
Cn1c(Cn2c(=O)sc3ccccc32)nnc1SCC(=O)Nc1cccc(F)c1,1,-0.092,0.74,-0.3,0.15,9,1.1,5%,84
Cc1occc1-c1nnc2sc(-c3ccc(-c4ccc(Cl)cc4)o3)nn12,-5,0.14,-0.056,-0.4,0.046,7,2.1*,7%[fluoresces],92
C=CCn1c(=N)c(C(=O)OCC)cc2c(=O)n3cc(C)ccc3nc21,-4,-0.8,-0.44,0.1,0.39,1,2.1*,3%[fluoresces],117
O=C(CSc1nnnn1Cc1ccccc1)c1ccccc1,-1,0.96,4*,-0.5,0.45,.,1.1,3%,101
O=C(C1CCN(S(=O)(=O)c2cccc3cccnc23)CC1)N1CCn2c1nc1ccccc12,-4,6.6*,4.9*,0.9,22*,2,1,4%,111
Cc1csc(=N)n1-c1ccc(Cl)cc1,.,-1.4,-1,-1.0,0.76,12,1.1,5%,98
CC(C)Nc1nc(NC(C)C)nc(Oc2ccc(/C=N/O)cc2)n1,-5,-0.39,5.3*,-2.0,-0.0024,1,1.1,4%,71
CCOC(=O)c1c(NC(=O)c2cccs2)sc2c1CCCC2,.,0.78,1.3,.,0.43,-10,2.3*,17%[fluoresces],150
CC(C)CCNC(=O)c1cnn2c(C(F)(F)F)cc(-c3ccco3)nc12,-6,-1.3,2.1,1.1,0.45,1,3*,12%,106
Cc1ccc(-n2nnnc2SCC(N)=O)c(C)c1,2,-1.2,-0.086,-4.0,-0.25,-2,1.1,9%,82
O=C(Nc1nc(-c2ccc(S(=O)(=O)N3CCCC3)cc2)cs1)c1ccco1,1,0.42,0.17,0.9,0.57,3,1.2,4%,89
Cc1ccccc1NC(=O)c1cnc2ccccn2c1=O,-3,0.21,-5.8*,-2.6,-1,3,1,7%,131
COc1ccc(Nc2nc(C)cc(C)c2C#N)cc1,-5,1.8,1.3,0.5,-0.87,1,1.2,4%,79
Cn1c(SCC(=O)NCC2CCCO2)nnc1-c1ccc(S(=O)(=O)N2CCCC2)cc1 (centres undefined),-2,0.043,-0.29,-4.4,0.46,5,1.1,12%,98
Cn1c(=O)oc2cc(S(=O)(=O)NCCC(=O)N3CCc4ccccc4C3)ccc21,-4,-0.018,-0.056,-1.1,0.27,14,1,3%,102
COC(=O)C1(C(F)(F)F)N=C2Sc3ccccc3N2C(N2CCOCC2)=N1 (centres undefined),0,0.066,-0.79,-1.3,0.89,7,1,1%,58
COc1ccc2cc(CN(C(=O)Nc3ccccc3)C3CCCC3)c(=O)[nH]c2c1,-2,-0.069,0.064,-0.6,0.53,13,1.1,7%,86
CC(=O)Cc1nsc(NC(=O)c2cc(-c3cccc(C(F)(F)F)c3)oc2C)n1,-1,0.086,-0.27,1.5,-0.3,9,1.1,5%,106
CC1CN(CCc2ccccc2)c2nc3c(c(=O)[nH]c(=O)n3C)n2C1 (centres undefined),-1,0.25,-0.38,-1.5,0.6,17,1.1,9%,90
COCCCNC(=O)CN1C(=O)c2ccccc2C1=O,2,0.55,0.25,0.1,0.72,7,1.1,4%,74
O=S(=O)(c1ccc(Cl)cc1)c1ccccn1,.,-0.36,.,0.4,0.2,7,1.1,4%,52
CC1(C)CC(=O)C(=CN2CCN(C(=O)c3ccco3)CC2)C(=O)C1,1,0.013,0.6,0.9,0.14,10,1.1,7%,114
CCOc1ccc(C(=O)CCN2CCCCCC2)cc1,-1,-2.5*,-0.53,0.5,2.3,5,1.1,10%,99
CCOC(=O)CSc1nc2cc(C(=O)N3CCC(C(N)=O)CC3)ccc2c(=O)n1-c1ccccc1,2,-0.19,0.14,-0.7,0.78,11,1.1,11%,111
Oc1ccc2ccccc2c1C=NC12CN3CCN(CN(C3)C1)C2,89*,-0.37,.,-1.7,-0.99,6,0.96,1%,100
CCCc1oc2c(c(=O)c1CC)C(=O)CC(C)(C)C2,2,-0.12,0.42,0.4,0.33,4,1.1,2%,96
COc1cccc(N2C(=O)C3C(C2=O)C2C=CC3C23CC3)c1 (centres undefined),4,-3.1*,.,0.5,0.12,8,1,5%,135

# An excerpt of these results, field by field:
> CCS(=O)(=O)n1nc(-c2ccc(OC)cc2)nc1SC
  Hsp90 block: 1 | M1 antagonist: 0.36 | D1 allo mod: 2.4 | 5HT1a ag: 13 | M1 ag: -0.55 | E coli RNAP: 5 | Fluor 339 460: 1.1 | NADH enzymes: 3% | HER2 expr 66K: 77

> CC(=O)Nc1ccc(N/C=C/C(=O)c2ccc(C)o2)cc1
  Hsp90 block: -15 | M1 antagonist: 0.22 | D1 allo mod: -2.4 | 5HT1a ag: -1.3 | M1 ag: 1.1 | E coli RNAP: -7 | Fluor 339 460: 1.1 | NADH enzymes: 6% | HER2 expr 66K: 163

> Oc1ccc(COCc2ccccc2)c2cccnc12
  Hsp90 block: -2 | M1 antagonist: 0.29 | D1 allo mod: 1.3 | 5HT1a ag: -2.3 | M1 ag: 1.1 | E coli RNAP: 5 | Fluor 339 460: 1.1 | NADH enzymes: 4% | HER2 expr 66K: 82

> COC(=O)c1ccccc1NC(=O)CSc1ccccc1
  Hsp90 block: -1 | M1 antagonist: . | D1 allo mod: 3.6 | 5HT1a ag: 0.9 | M1 ag: . | E coli RNAP: 12 | Fluor 339 460: 1.1 | NADH enzymes: 2% | HER2 expr 66K: 70

# Following part
SMILES,Hsp90 block,M1 antagonist,D1 allo mod,5HT1a ag,M1 ag,E coli RNAP,Fluor 339 460,NADH enzymes,HER2 expr 66K
N#Cc1ccc(Cn2c(=O)c(C#N)c3n(c2=O)CCC3)cc1,-4,0.43,-0.66,-2.8,0.072,3,1,4%,116
CCOC(=O)N1CCN(C(=O)Cn2c(=O)sc3ccccc32)CC1,.,1.2,0.72,-1.3,0.11,-6,1.1,3%,99
COc1ccc(NC(=O)CS(=O)CC(=O)Nc2cc(Cl)ccc2OC)cc1 (centres undefined),-1,-0.00074,0.12,-1.6,0.36,11,1,4%,99
O=S(=O)(c1ccc(Br)s1)N1CCCCC1,-4,-0.61,-0.32,-1.8,-0.17,5,1.1,1%,93
CC(=O)OCC(=O)[C@@]12OC3(CCCC3)O[C@@H]1C[C@H]1[C@@H]3CCC4=CC(=O)C=C[C@]4(C)[C@@]3(F)[C@@H](O)C[C@@]12C,2,-2.1,-0.78,1.3,0.11,17,0.99,2%,99
Cc1cc(NC(=O)c2ccccc2)ncc1NC(=O)c1ccco1,-1,0.003,-0.6,-0.1,-0.78,-4,1.2,2%,61
Cc1c2cnn(CC(=O)N3CCN(c4ncccn4)CC3)c(=O)c2c(C)n1Cc1ccc(F)cc1,1,0.11,-0.18,4.9,-0.033,-12,1.1,2%,77
O=C(NCc1ccco1)c1ccc(CS(=O)(=O)Cc2ccc(Cl)cc2)o1,-5,-0.64,-0.44,-0.6,-0.47,5,1.1,7%,117
Nc1c(NC2CCCCC2)c2ccccc2oc1=O,4,-0.34,.,-0.5,-0.9,5,1.1,4%,100
CC1(C)Cc2c(C#N)c(NCCN3CCOCC3)nc(-c3ccco3)c2CO1,-8,-0.17,.,-2.3,0.67,5,1.4,3%,135
COc1cccc(CN2CCN(C(=O)c3cccc(F)c3)CC2)c1,-1,0.66,1.7,-2.1,-1.4,3,1,17%,93
CCCOP(=O)(c1ccc(N(C)C)cc1)C(O)c1ccccc1OC (centres undefined),0,0.1,-0.35,1.0,0.07,8,1.1,3%,106
CCc1ccc2[nH]c(=O)c(C(c3nnnn3CCOC)N3CCN(c4ccc(F)cc4)CC3)cc2c1 (centres undefined),-3,0.46,0.00064,-2.2,0.12,7,1.5,15%,57
Cc1ccc(Cl)cc1-n1c(=O)cc(N2CC(C)OC(C)C2)[nH]c1=O (centres undefined),-5,-0.02,0.13,-0.5,0.02,3,1.1,3%,125
CC(C)c1nc(NCCN2CCOCC2)c(C#N)c2c1COC(C)(C)C2,3,-0.088,.,1.2,0.45,6,1.3,5%,215
COc1ccc(NC(=O)CSc2nnc(-c3cccs3)n2-c2ccccc2)cc1,5,-0.069,0.38,5.7,0.14,6,1.1,8%,85
Cc1cc(C(=O)OCC(=O)N2CC(C)CC(C)C2)c(C)o1 (centres undefined),2,-0.5,0.31,0.7,0.087,8,1.1,5%,76
CCN1CCN(C(=O)CCN2C(=O)COc3ccc(C)cc32)CC1,0,-0.39,-0.21,-1.4,-0.56,8,1.1,6%,99
O=C(Nc1ccc(Cl)c(C(F)(F)F)c1)c1ccco1,-2,-0.46,0.98,-1.0,-0.016,-2,1.1,4%,.
Cc1cc(C)n2nc3nc4c(cc3c2n1)CCCC4,.,-0.41,.,-0.7,0.72,-31,2.2*,6%[fluoresces],119
COc1cccc(OC)c1-c1nn2c(-c3ccccc3Cl)nnc2s1,-2,-0.026,.,-2.6,2,5,1.2,1%,77
CCOC(=O)COc1ccc(S(=O)(=O)N2CCN(c3ccccc3F)CC2)cc1,0,-0.31,0.52,-0.6,0.24,6,1.1,5%,108
Cc1nonc1NC(=O)N1CCCC1,1,0.7,.,-4.5,-0.0088,-1,1.1,2%,116
CCCc1nc2ccccc2c(=O)n1/N=C/c1ccc(O)c(O)c1,71*,2.2,0.43,-0.8,1.7,.,0.95,8%,67
CCN(C(=O)c1sc(N)c(C#N)c1C)C1CCCCC1,0,.,-2,-0.4,.,16,1,6%,95
Clc1ccc(OCCCc2nc(-c3cccnc3)no2)c(Cl)c1,3,-0.43,0.029,1.9,0.51,16,1,8%,98
O=C(C1CCCO1)N1CCc2ccccc21 (centres undefined),-12,-0.13,-0.35,-1.7,0.027,3,1,3%,94
O=c1oc2ccccc2n1CCCOc1ccccc1,-2,0.69,0.37,1.4,0.5,11,1,6%,104
CC(C)CCn1c(SCCc2ccccc2)nc2c1c(=O)[nH]c(=O)n2C,-5,0.36,-0.54,2.2,-0.0074,3,1.2,4%,49
COC(=O)c1cn(C)c2ccc(S(=O)(=O)N3CCCC3)cc2c1=O,-2,1.2,-1,0.1,-0.26,6,1,6%,108
CN(C(=O)COc1ccccc1)c1nnc(-c2ccncc2)s1,-3,-0.23,0.62,-2.0,-0.66,-6,5*,2%[fluoresces],98
O=C(c1cc2ccccc2oc1=O)N(Cc1ccco1)C1CCS(=O)(=O)C1 (centres undefined),-2,0.39,-0.42,-1.3,-1.5,12,1.1,2%,84
